Source: PubChem (several laboratories)
CatB block = inhibitors of human cathepsin B; purified cathepsin B, fluorogenic substrate, fluorescence; AID 453; inhibition, %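 (tested at 10 µM)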; 63,000 tested, 0.1% active; P07858; in the data active = inhibition above about 21%;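 note: 0% = enzyme with no compound and 100% = no enzyme blank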
ROCK2 blocker = inhibitors of human Rho kinase 2 | O75116 | purified ROCK2, Kinase-Glo ATP depletion luminescence | inhibition, % at 6 µM | 60,000 tested, 0.35% active | AID 604;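 active = inhibition above the screen-wide mean inhibition plus 3 SD, cut at about 18% in these data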;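 note: plate controls were DMSO wells for no effect and Y-27632 control wells after no-enzyme background subtraction for full effect; many of its hits are not listed in these tables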
C1s inh = blocks human complement C1s protease activity | AID 538 | purified C1s, fluorogenic AMC substrate, pooled mixtures | 62,000 tested, 0.16% active | mean inhibition % of two 10-compound mixtures (stronger effect = higher value), % at 5 µM (by protocol) | P09871;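 active = inhibition above 20% in each of the two 10-compound mixture wells holding the compound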;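 note: 0% = enzyme wells lacking compound mixture and 100% = no-enzyme blank wells; some compounds called inactive have numbers as strong as hits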
Target sequence (P09871 16-437 limits assumed): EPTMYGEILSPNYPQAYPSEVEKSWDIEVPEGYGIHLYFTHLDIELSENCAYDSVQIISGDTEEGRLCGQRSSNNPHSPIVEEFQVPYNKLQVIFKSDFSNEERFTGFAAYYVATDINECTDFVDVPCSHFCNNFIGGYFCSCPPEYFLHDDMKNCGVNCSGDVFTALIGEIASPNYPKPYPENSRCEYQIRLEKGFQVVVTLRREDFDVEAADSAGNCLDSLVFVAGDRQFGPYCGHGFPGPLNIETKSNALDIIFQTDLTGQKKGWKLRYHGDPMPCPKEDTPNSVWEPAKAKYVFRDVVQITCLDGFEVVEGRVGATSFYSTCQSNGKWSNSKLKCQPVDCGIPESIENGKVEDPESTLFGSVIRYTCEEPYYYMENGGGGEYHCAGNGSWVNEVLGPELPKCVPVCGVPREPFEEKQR
Target sequence (P09871 438-688 limits assumed): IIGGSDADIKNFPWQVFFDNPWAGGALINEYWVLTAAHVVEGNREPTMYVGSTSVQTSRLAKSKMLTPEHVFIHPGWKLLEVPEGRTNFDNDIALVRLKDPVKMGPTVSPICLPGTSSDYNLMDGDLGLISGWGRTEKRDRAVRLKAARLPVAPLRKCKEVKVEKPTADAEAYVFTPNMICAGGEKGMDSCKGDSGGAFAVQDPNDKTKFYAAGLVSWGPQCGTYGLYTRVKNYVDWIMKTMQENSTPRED
CatL block = inhibitors of human cathepsin L; P07711; purified cathepsin L, fluorogenic substrate, fluorescence; inhibition, %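 (tested at 10 µM)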; 58,000 tested, 0.17% active; AID 460; in the data active = inhibition above about 45%;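 note: 0% = enzyme with no compound and 100% = no enzyme blank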
CatG inh = cathepsin G (human) inhibition; purified enzyme, AMC-tetrapeptide fluorescence, pooled mixtures; 62,000 tested, 0.2% active; P08311; AID 581; inhibition, % at 5 µM (by protocol);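 active = inhibition above 20% in each of the two mixture wells holding the compound; inactive = inhibition of 20% or less in either well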;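 note: 0% = enzyme control without mixture and 100% = blank lacking enzyme; strong numbers were not always called active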
Her2 expr inh = lowers expression of human Her2 kinase | P04626 | SKBR-3 HER2 protein level, AlphaScreen, 18-24 h; stronger effect = lower value | HER2 level % of control, % at 10 µM | 65,000 tested, 0.69% active;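 active = HER2 level under 5% of the carrier-only control; inconclusive = no clear call, values can overlap the other calls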;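 note: 100% = DMSO carrier and 0% = 500 nM PU-H71 HSP90 inhibitor; lower value means stronger loss of Her2 protein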
CatS block = inhibitors of human cathepsin S | recombinant cathepsin S, AMC dipeptide fluorescence, pooled mixtures | inhibition, %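 (tested at 5 µM per compound within 10-compound mixtures)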 | 62,000 tested, 0.06% active | AID 501; in the data active = inhibition above about 32%, passing the limit was not always enough; inconclusive = no clear call, values can overlap the other calls;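 note: 0% = enzyme without compound and 100% = blank without enzyme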
Target sequence (P25774 115-331 limits assumed): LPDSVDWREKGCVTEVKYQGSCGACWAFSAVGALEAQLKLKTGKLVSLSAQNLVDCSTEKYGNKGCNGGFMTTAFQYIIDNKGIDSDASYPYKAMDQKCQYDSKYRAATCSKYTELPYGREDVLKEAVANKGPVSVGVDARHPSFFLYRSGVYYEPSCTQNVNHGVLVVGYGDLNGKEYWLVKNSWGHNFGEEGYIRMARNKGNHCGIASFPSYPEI
CatB mix inh = human cathepsin B inhibition by mixtures; inhibition, %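 (ten-compound pools at 5 µM per compound and 50 µM total)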; AID 488; 62,000 tested, 0.06% active; Purified cathepsin B, AMC dipeptide fluorescence, compound mixtures; P07858; in the data active = inhibition above about 22%, passing the limit was not always enough; inconclusive = no clear call, values can overlap the other calls;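 note: 0% = enzyme without compound and 100% = no enzyme blank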
PKA kinase inh = blocks human protein kinase A activity. P17612. PKA Kemptide phosphorylation, Kinase-Glo ATP luminescence. inhibition, % at 6 µM. 65,000 tested, 0.1% active. AID 524;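 active = inhibition above the screen-wide mean inhibition plus 3 SD, cut at about 21% in these data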; note: many of its hits are not listed in these tables
* hit, by the source's call; ? = inconclusive; . = no result given; & = joins results of further samples.

SMILES	CatB block	ROCK2 blocker	C1s inh	CatL block	CatG inh	Her2 expr inh	CatS block	CatB mix inh	PKA kinase inh
CN(C)c1ccc(/C(=N\O)C(F)(F)F)cc1	2.7	7.0	4.9	8.4	-2.3	86.2	4.1	2.8	10.0
CCOC(=O)C1CCN(C(=O)Nc2ccc3snnc3c2)CC1	7.1	5.8	12.9	-3.3	9.0	89.9	0.3	8.1	10.9
c1ccc(-c2csc(N3CCCCCC3)n2)cc1	0.6	1.7	10.8	7.8	7.5	53.3	-7.3	4.8	-3.4
CCOC(=O)c1ccccc1NC(=O)Nc1ccc(OC)c(OC)c1	2.2	4.0	-80.1	-5.5	-2.6	90.2	-4.4	-0.8	4.2
CCOc1ccccc1C(=O)Nc1ccccc1C(N)=O	4.4	3.4	-111.7	11.3	-2.9	135.6	-4.0	8.3	2.3
O=C(CSc1nnnn1-c1ccccc1)Nc1ccc(Cl)cn1	2.6	9.2	-15.7	-9.2	8.8	74.0	4.5	-5.3	7.2
CC1Cc2ccccc2N1C(=O)C1CCN(S(=O)(=O)Cc2ccccc2)CC1 (stereo not given)	-1.9	4.5	-45.2	-3.6	-1.1	69.1	-2.9	-1.4	4.9
O=C(C1=C(O)C(=O)N(CCN2CCOCC2)C1c1ccncc1)c1ccco1 (stereo not given)	-3.0	2.0	-2.4	-7.7	0.5	116.3	8.4	3.6	-4.4
COc1ccc(-c2nc(C#N)c(N3CCCCCC3)o2)cc1	0.8	-7.1	10.7	-18.8	9.7	84.9	-2.7	3.7	-2.6
CCC1(CC)Nc2ccccc2C(=O)N1c1ccc(NC(C)=O)cc1	-5.4	4.1	-9.6	-10.8	-2.9	69.8	-22.1	-4.4	14.6
Cc1cc(C)c(C)c(S(=O)(=O)NCc2ccco2)c1C	8.6	6.9	-2.0	3.7	-10.7	77.8	-1.6	-0.3	8.3
Cc1cccc(-n2c(O)c(C=Nc3ccc4c(c3)OCO4)c3ccccc3c2=O)n1	6.2	.	15.2	8.8	13.5	97.6	18.3	6.8	1.1
Cc1cc(NC(=O)CSc2nc3ccsc3c(=O)n2Cc2ccccn2)n[nH]1	-0.6	.	3.4	-1.6	9.1	87.9	0.3	3.7	2.5
Cc1cccc(-c2nnc(-c3ccccc3)o2)c1	3.1	1.0	14.1	2.5	4.3	74.5	-5.9	0.4	12.5
O=C(Cn1c(-c2cncs2)nc2ccccc21)NCCc1ccccc1	-0.5	5.5	0.5	.	-1.5	116.7	-2.2	0.8	9.3
CCOC(=O)N1CCC(NC(=O)c2cc(S(=O)(=O)N3CCC4(CC3)OCCO4)ccc2F)CC1	-0.5	6.2	14.8	0.1	9.4	110.7	-0.1	4.2	9.5
COc1cccc(C2=CC(c3ccc(N(C)C)cc3)n3nnnc3N2)c1 (stereo not given)	6.8	2.4	.	-0.2	.	108.4	.	.	0.9
CCOC(=O)N1CCN(C(=O)CSc2nnc(-c3c[nH]c4ccccc34)n2CCOC)CC1	-0.6	5.3	-18.4	.	-4.2	83.1	-5.1	0.7	5.7
Cc1c(NC(=O)c2c(F)cccc2F)c(=O)n(-c2ccccc2)n1C	10.6	3.0	0.8	4.1	-3.7	116.8	8.9	5.4	6.8
C=CCn1c(SCC(=O)OC)nc2sc3c(c2c1=O)CCN(C)C3	3.7	6.2	.	19.0	.	144.5	.	.	5.9
COc1cc2[nH]c(=O)n(CCCCCC(=O)N3CCN(c4ccccn4)CC3)c(=O)c2cc1OC	1.0	.	-3.7	1.5	0.9	133.5	24.8	-2.1	4.8
Cc1cc(C)cc(NC(=O)C2CCCN(S(=O)(=O)c3cnc[nH]3)C2)c1 (stereo not given)	7.4	7.3	12.4	3.4	11.6	93.7	-8.2	9.3	3.9
CCC(c1nnnn1C(C)(C)C)N1CCN(C2CCCC2)CC1 (stereo not given)	2.8	2.7	11.3	11.1	5.3	89.8	-5.8	4.0	8.6
Cc1cc2nc3c(nc2cc1C)C1(C(=O)O)CCC3(C)C1(C)C (stereo not given)	-0.7	6.6	-14.9	10.2	7.4	90.5	8.5	-1.1	5.4
O=C(Nc1ccc2c(c1)nc1n2CCN(Cc2ccccc2)C1)c1cccs1	1.7	2.6	-5.2	0.1	5.7	73.9	15.1	2.5	7.3
Cc1cccc(N2CCN(S(=O)(=O)c3ccc4c(c3)CCN4C(=O)CCC(=O)O)CC2)c1C	4.6	5.8	-1.4	7.1	8.3	116.1	12.2	1.5	1.3
O=C(O)C1CCCN1c1ncccn1 (stereo not given)	-0.4	-0.5	-8.9	-13.4	-1.8	100.8	-7.2	4.4	0.5
O=C(NCCN1CCCCC1)Nc1ccc(F)c(Cl)c1	-6.7	0.1	4.8	-10.0	-0.6	107.8	-0.3	2.1	3.2
CC(C)C(=O)N1CCN(c2ccccc2N)CC1	2.4	0.0	1.1	-0.9	10.0	.	11.8	3.2	5.9
CCN(CC)C(=O)CSc1nnc(-n2nc(C)cc2C)c2ccccc12	2.0	4.8	-24.6	7.1	4.1	105.1	-5.0	-3.2	14.3
COc1ccc(/C(N)=C/C(=O)C(C)(C)C)cc1	1.5	5.1	5.6	12.0	11.6	114.8	-1.9	-2.8	6.6
CN=C(C)C1=C(O)C(C(=O)OC)C(C)(C)CC1=O (stereo not given)	2.7	6.3	11.9	9.5	9.5	117.7	-2.8	2.3	11.2
CC1(C(=O)NC2CCCCC2)CCC(=O)N1Cc1cccs1 (stereo not given)	-2.1	-6.0	-15.5	31.7	-9.6	108.8	?	0.2	-12.9
COC(=O)C1=C(C)OC(N)=C(C#N)C1C1CCCCC1 (stereo not given)	-1.0	6.3	2.7	13.6	4.9	108.0	6.1	-0.7	7.4
O=C(Cn1cnc2ccccc2c1=O)NCC(=O)N1CCN(c2ccccn2)CC1	3.0	5.4	1.5	-6.3	5.9	109.1	-0.1	0.7	10.0
COc1ccc(CNCCNC(=O)c2ccco2)c(OC)c1OC	6.1	-3.3	5.2	-3.5	5.2	74.2	-8.9	-1.2	-5.2
CCOC(=O)c1c(C)c(C(=O)NCC2CCCO2)c(C)n1C (stereo not given)	-2.2	2.4	1.4	-1.9	1.5	104.0	4.9	6.0	14.4
Cc1c(N(C)C(=O)C23CC4CC(CC(C4)C2)C3)c(=O)n(-c2ccccc2)n1C	5.5	6.8	7.5	-1.2	5.6	81.5	-6.6	0.1	5.0
CN(C)CCN1C(=O)C(=O)/C(=C(/O)c2ccc(OCc3ccccc3)cc2)C1c1ccncc1 (stereo not given)	-0.3	-3.9	-39.7	-0.5	-6.9	79.5	8.1	-6.5	-3.3
CCN1CCCC1CNC(=O)CCNC(=O)c1cc(OC)c(OC)c(OC)c1 (stereo not given)	-4.0	5.1	1.8	3.3	-1.2	103.5	-1.1	5.8	9.5
COC(=O)CN(c1ccc(F)cc1)S(=O)(=O)c1ccccc1	1.4	10.6	0.3	-2.1	-0.4	75.1	-0.2	4.6	11.1
CCCCN(C(=O)c1c(C)[nH]c(C(=O)OCC)c1C)c1ccccc1	5.1	2.1	-11.2	25.5	2.5	81.0	23.1	1.1	0.9
Cc1cc(NC(=O)CSc2nnc(CNc3cccc(C(F)(F)F)c3)n2Cc2ccco2)no1	-0.9	-3.8	-13.1	-6.7	9.9	77.9	2.3	1.1	-0.8
CCN(CC)CCCNC(=O)Cn1cc2c(n1)CCC(C)C2 (stereo not given)	1.7	4.3	-7.4	.	4.4	102.4	-4.7	2.3	1.0
COc1ccc(S(=O)(=O)Nc2nc(C(F)(F)F)cs2)cc1	-3.4	3.5	3.0	-1.2	-0.7	107.6	-2.3	4.2	7.2
Cc1ccc(-n2c(=O)[nH]cc(C(=O)Nc3ccc4c(c3)OCCO4)c2=O)cc1	0.6	4.2	-17.3	3.2	-13.0	98.0	0.1	-4.1	8.8
CCN(CC)C(=O)COc1ccc(Br)cc1Cl	-3.7	13.7	3.3	-5.0	2.5	93.5	-2.3	5.1	5.4
COc1cc(C2C(C(=O)OC(C)C)=C(C)Nc3[nH]c(=O)[nH]c(=O)c32)ccc1O (stereo not given)	1.2	7.9	15.2	.	10.4	73.3	-7.7	0.9	8.3
CS(=O)(=O)N1CCCC(C(=O)NCc2ccccc2Cl)C1 (stereo not given)	1.1	1.2	-7.7	12.2	4.3	103.8	6.2	1.6	5.6
Cc1ccc2oc(C(=O)Nc3c(C)n(C)n(-c4ccccc4)c3=O)c(C)c2c1	3.3	6.1	-6.5	3.5	0.4	127.3	11.6	6.6	2.9
CCn1c(SCC(=O)c2ccc(NS(=O)(=O)c3ccccc3)cc2)nnc1-c1cccs1	4.3	8.2	16.5	5.1	10.4	98.5	-15.0	4.6	6.0
CCCCN1C(=O)/C(=C2\SC(N3CCCCC3)=NC2=O)c2ccccc21	4.2	-1.7	22.8*	9.6	14.9	34.1	4.0	8.3	-7.4
Cc1cccc(-n2nc3c(c2NC(=O)c2ccc(Br)o2)CSC3)c1	5.4	.	-9.8	9.1	-1.2	101.3	6.8	4.2	7.8
CCCCNC(=O)CSc1nnc(-c2ccco2)n1C	4.2	1.6	-3.8	-13.0	5.6	113.9	2.7	-6.1	3.9
Cc1ccc(N(Cc2cc(=O)[nH]c3ccccc23)C(=O)c2ccco2)cc1	0.8	3.7	-25.8	-4.4	5.2	43.1	2.0	-2.0	-1.9
CCOC(=O)c1ccc(NC(=O)CSc2nc(C)cc(=O)[nH]2)cc1	-2.7	-2.5	-14.9	.	-5.0	83.5	-4.8	-2.3	1.9
COc1ccc(C(=O)N2CCN(C(=O)c3cc(OC)c(OC)c(OC)c3)CC2)cc1	5.7	6.0	-34.4	7.9	4.9	122.6	8.8	2.0	-2.0
O=C(O)c1cc2cc(F)ccc2[nH]1	3.2	-1.2&1.6	18.2	22.4	10.9	74.2&100.4	1.5	-0.3	-3.3&-1.1
COc1ccccc1NC(=O)CSc1nccc(=O)[nH]1	-1.4	4.4	9.2	9.1	9.2	70.8	6.3	4.4	1.1
Cc1cc(C(=O)NCc2cc(C)n(C)n2)sc1-c1ccccc1	6.1	1.1	24.9	19.4	11.4	124.2	7.5	5.7	5.4

Among those listed so far, these contain a Cl atom:
SMILES	CatB block	ROCK2 blocker	C1s inh	CatL block	CatG inh	Her2 expr inh	CatS block	CatB mix inh	PKA kinase inh
O=C(CSc1nnnn1-c1ccccc1)Nc1ccc(Cl)cn1	2.6	9.2	-15.7	-9.2	8.8	74.0	4.5	-5.3	7.2
O=C(NCCN1CCCCC1)Nc1ccc(F)c(Cl)c1	-6.7	0.1	4.8	-10.0	-0.6	107.8	-0.3	2.1	3.2
CCN(CC)C(=O)COc1ccc(Br)cc1Cl	-3.7	13.7	3.3	-5.0	2.5	93.5	-2.3	5.1	5.4
CS(=O)(=O)N1CCCC(C(=O)NCc2ccccc2Cl)C1 (stereo not given)	1.1	1.2	-7.7	12.2	4.3	103.8	6.2	1.6	5.6

Next compounds:
SMILES	CatB block	ROCK2 blocker	C1s inh	CatL block	CatG inh	Her2 expr inh	CatS block	CatB mix inh	PKA kinase inh
CCN(CC)C(=O)C1=C(C)NC(=O)NC1c1ccccc1F (stereo not given)	1.3	3.5	-7.6	-4.0	-1.1	116.3	-6.3	1.3	8.0
COC(=O)CC(=O)Cc1nc(N)nc(Nc2ccc(C)c(C)c2)n1	-2.3	2.0	-29.3	-4.9	-1.9	116.7	4.6	4.9	4.8
O=C(Nc1ccccc1)N1CCN(c2nc3ccccc3s2)CC1	2.3	-6.8	15.2	-0.6	10.1	72.9	-3.3	2.0	-0.4
O=c1nc(NCc2ccco2)sc2ncccc12	7.4	4.0	-5.3	10.2	3.6	86.6	-4.6	-0.6	7.2
CC(=O)NC1(c2ccccc2)CCN(c2nc(C)cc(C)n2)CC1	4.1	6.8	14.4	27.7	12.1	125.2	8.4	1.0	8.2
O=C(O)CC1Oc2ccc(Cl)cc2NC1=O (stereo not given)	-0.4	-1.2	-62.2	.	-8.6	105.1	-17.9	-6.2	1.7

This is a subset; the hit share may differ from the screen's.
